From PubChem BioAssay
14-3-3 PPI – alters human 14-3-3 gamma binding to Raf peptide; P61981; FP, 14-3-3gamma / TMR-pS259-Raf peptide binding; inhibition, % at 40 µM; 160,000 compounds, 0.19% hits; in the data active means inhibition above about 30%;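 further: 0% = protein plus tracer without compound and 100% = blank with tracer alone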
Target sequence (P61981 whole entry, looked up): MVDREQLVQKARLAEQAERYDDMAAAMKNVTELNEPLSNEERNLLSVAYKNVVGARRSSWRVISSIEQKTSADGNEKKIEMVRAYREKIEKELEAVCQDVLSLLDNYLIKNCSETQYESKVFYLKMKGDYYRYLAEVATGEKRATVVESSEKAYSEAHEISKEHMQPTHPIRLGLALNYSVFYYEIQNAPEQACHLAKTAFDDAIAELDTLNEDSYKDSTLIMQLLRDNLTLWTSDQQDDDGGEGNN
An asterisk follows results filed as active; & = joins results of further samples.

SMILES | 14-3-3 PPI
CCN(CC)C(=O)c1c(NC(=O)c2cccs2)sc2c1CCC(C(C)(C)C)C2 (stereo not drawn) | 2
Cc1ccc(-c2noc(CCC(=O)NC(C)c3ccc4c(c3)OCCO4)n2)cc1 (stereo not drawn) | -11
C=CCNc1ncnc2c1[nH]c1ccccc12 | -11
COc1ccc([N+](=O)[O-])cc1-c1ccc(C2C3=C(CC(C)(C)CC3=O)OC3=C2C(=O)CC(C)(C)C3)o1 | -13
CC(=O)c1c(C(C)=O)c(C)n(Cc2ccc3c(c2)OCO3)c1C | -8
Nc1ccc(NCCO)c(N)c1 | 91*
COc1ccccc1NC(=O)N1CCN(c2ccc3nncn3n2)CC1 | -4
N#CC1(C#N)C(c2cccs2)C(C(=O)c2cccs2)N2C=Cc3ccccc3C21 (stereo not drawn) | -157
COc1ccc2cc(CCNC(=O)C(C)(C)C)c(=O)[nH]c2c1 | 9
CCOc1cccc(C2Nc3ccc(Br)cc3-c3nnc(SC)nc3O2)c1 (stereo not drawn) | -56
CCCC(=O)Nc1c2c(nn1-c1ccc(C)cc1)CS(=O)C2 (stereo not drawn) | 0
CC(C(=O)N1CCN(c2ccccc2)CC1)N1C(=O)C2CC=CCC2C1=O (stereo not drawn) | -2
O=S(=O)(c1ccc(Br)cc1)c1nc(-c2ccco2)oc1SCc1ccc(F)cc1 | -154
Cc1ccccc1N1CCN(S(=O)(=O)C[C@]23CCC(CC2NC(=O)[C@@H](N)CCS(C)(=O)=O)C3(C)C)CC1 (stereo partly drawn) | -8
Oc1ccc(N=Cc2cccc(F)c2O)cc1-c1nc2ccccc2s1 | -103
Cc1c(C(=O)OCCc2ccccn2)sc2ncn(Cc3ccc(F)cc3)c(=O)c12 | 0
Cc1ccc(-c2nnc(N3CCOCC3)c3ccccc23)cc1S(=O)(=O)N1CCN(C)CC1 | -2
Cc1cccc(C2CC(c3ccc(Br)cc3)Nc3nnnn32)c1 (stereo not drawn) | -4
Cc1ccc(Cl)cc1N1CCN(C(c2ccc(C#N)cc2)c2nnnn2C2CCCC2)CC1 (stereo not drawn) | -4
Cc1ccc(CNS(=O)(=O)c2cc(C(=O)Nc3ccc(Oc4ccccc4)cc3)ccc2F)cc1 | -51
CCOc1ccc(C2C=C(c3cccs3)Nc3nnnn32)cc1OC (stereo not drawn) | -19
Cc1cc(C(=O)O)ccc1-n1c(C)ccc1C | 3
COc1cc2c(C(=O)NCc3ccc4c(c3)OCO4)cn(C)c(=O)c2cc1OC | 0
COc1ccccc1NC(=O)CSc1ncnc2c1oc1ccccc12 | 1
O=C(OCC(=O)N(C1CCCCC1)C1CCCCC1)c1cnccn1 | 5
CCOc1ccc(S(=O)(=O)NCc2ccc(F)cc2)c2cccnc12 | 6&-8
CCCc1cc(=O)oc2cc3occ(-c4ccc(Br)cc4)c3cc12 | -6
CCOCCCNC(=O)c1cnn2c(C)c(Cc3ccccc3Cl)c(C)nc12 | -6
CCN1C(=O)NC2C1N(S(C)(=O)=O)CCN2S(C)(=O)=O (stereo not drawn) | 2
O=C(NCCCN1CCOCC1)c1cc(-c2ccc(Cl)cc2)nc2ccccc12 | -46

Taken from the entries so far, 4 compounds:
SMILES | 14-3-3 PPI
CCCc1cc(=O)oc2cc3occ(-c4ccc(Br)cc4)c3cc12 | -6
CCOCCCNC(=O)c1cnn2c(C)c(Cc3ccccc3Cl)c(C)nc12 | -6
CCN1C(=O)NC2C1N(S(C)(=O)=O)CCN2S(C)(=O)=O (stereo not drawn) | 2
O=C(NCCCN1CCOCC1)c1cc(-c2ccc(Cl)cc2)nc2ccccc12 | -46

(cont.)
SMILES | 14-3-3 PPI
CCOC(=O)c1c(-c2ccc(C)cc2)csc1NC(=O)C1CCCCC1C(=O)O (stereo not drawn) | -4
N#Cc1nc(Cc2cccc3ccccc23)oc1NCCCn1ccnc1 | -7
CCOc1ccc(-c2[nH]nc3c2C(c2cccnc2)C(C#N)=C(N)O3)cc1 (stereo not drawn) | -8
O=C(Nc1ccc(-c2noc(-c3ccccc3[N+](=O)[O-])n2)cc1)c1cccc(Br)c1 | -23
O=C(COC(=O)c1cc(S(=O)(=O)N2CCOCC2)ccc1O)NCC1CCCO1 (stereo not drawn) | -9
NC(=O)C1(N2CCCCC2)CCN(C(=O)CCn2c(=O)[nH]c3ccsc3c2=O)CC1 | -3
O=[N+]([O-])c1ccc(CN2CCN(CC3CC=CCC3)CC2)cc1 (stereo not drawn) | -15
C=CCOC(=O)C1=C(C)N=C2SCCC(=O)N2C1c1cc(OC)c(OC)c(OC)c1 (stereo not drawn) | -16
COc1cccc(C2CC(c3cccs3)=NN2C(C)=O)c1OC (stereo not drawn) | 4
COc1ccccc1-n1nnnc1SCc1cc2c(cc1Br)OCO2 | 50*
CCOC(=O)C1CCC(CN(Cc2ccc(Cl)cc2)S(=O)(=O)c2ccccc2Cl)CC1 (stereo not drawn) | -2
Cc1noc(C)c1S(=O)(=O)N1CCC(C(=O)NC2CCCCC2)CC1 | 3
CCOc1ccc(S(=O)(=O)NCc2ccc3c(c2)OCO3)cc1 | 1
CCOC(=O)N1CCC(NC(=O)c2cc(C(=O)NCc3ccc(F)cc3)ccc2CO)CC1 | 10
Cc1ccc(C)c(N2CCN(C(=O)CCCC3=NS(=O)(=O)c4ccccc4N3)CC2)c1 | -11
CC1CCCN(S(=O)(=O)c2ccc(C(=O)Nc3sc4c(c3C(N)=O)CCN(C(C)C)C4)cc2)C1 (stereo not drawn) | -6
COC(=O)c1ccc(N=c2oc3c(C)ncc(COC(C)=O)c3cc2C(=O)Nc2cccc(C(F)(F)F)c2)cc1 | -8
CC(=O)Nc1ccc(OCc2c(C)noc2C)cc1 | -13
COc1ccc(NC(=O)Cn2c(Cc3ccccc3)nc3sc(C)c(C)c3c2=O)c(OC)c1 | 8
O=C(CSc1nc2c([nH]c3ccccc32)c(=O)n1-c1ccc(F)cc1)Nc1ccccc1F | -8
CC(=O)c1cc(F)c(N2CCN(C(=O)c3ccccc3F)CC2)cc1C | -17
O=C(NCCN1CCOCC1)c1nn2c(C(F)(F)F)cc(-c3ccc(Br)cc3)nc2c1Br | 1
O=C(COC(=O)CNC(=O)C1CCCCC1)Nc1ccc(Cl)cn1 | -13
Cc1cccc(C)c1NC(=O)C1(N(Cc2ccco2)C(=O)c2ccccn2)CCCC1 | 5
CCOC(=O)N1CCC(NC(=O)CCS(=O)(=O)c2ccc3c(c2)CCN3C(C)=O)CC1 | -14
O=C(Nc1ccccc1Cl)c1ccc(-n2cnnn2)cc1 | -12
Cc1ccc2c(c1)C1OCCC1C1N2C(=O)C2C(C(=O)O)C3C=CC21O3 (stereo not drawn) | -5&-8
O=C(CSc1nnnn1C1CCCC1)Nc1ccc2c(c1)OCCO2 | -10
COc1ccc(C(NC(=O)CCCN2C(=O)c3ccccc3C2=O)c2ccccc2)cc1 (stereo not drawn) | -7
COC(=O)C1CCN(C(=O)N2CCOCC2)CC1 | -1
CC1CN(S(=O)(=O)c2cccc3cnccc23)CCN1 (stereo not drawn) | 0
COc1ccccc1CNC(=O)Cn1cnc2sc(C)c(S(=O)(=O)N3CC(C)CC(C)C3)c2c1=O (stereo not drawn) | -9
CCOC(=O)C1CCN(c2c(N(C)Cc3ccco3)c(=O)c2=O)CC1 | -4
Cc1ccc(C)c(CSc2nnc(-c3cccnc3)o2)c1 | -6
COc1ccc(C(=O)COC(=O)C2CCN(S(=O)(=O)c3cccc4cccnc34)CC2)cc1 | -6
COc1ccc(-c2cn3c4c(sc3n2)CCCC4)cc1 | 5
O=C(CN1CCOCC1)n1c2ccccc2c2ccccc21 | 0
c1csc(-c2nn3c(Cn4cnc5ccccc54)nnc3s2)c1 | 0
CCc1ccc(N(CC)S(=O)(=O)c2cccc3nsnc23)cc1 | -10
Cn1c(=O)[nH]c(=O)c2c1nc(NCCCn1ccnc1)n2CCOc1ccccc1 | -11
CCN(CC(=O)Nc1c(C(=O)OC)[nH]c2ccc(C)cc12)c1ccc2c(c1)OCO2 | 2
COc1ccc(C)cc1NC(=O)c1cc2ccccc2o1 | -3&11
Cc1sc2ncn(CC(=O)N3CCN(c4ccccc4F)CC3)c(=O)c2c1S(=O)(=O)N1CCOCC1 | -9
CC1=CC(C)(C)N2C(=O)C3(SCC(=O)N3c3ccc(O)cc3)c3cc(C)cc1c32 (stereo not drawn) | -4
Cc1nn(CC(O)Cn2cnc3c2c(=O)n(C)c(=O)n3C)c(C)c1Br (stereo not drawn) | 1
COc1cc(OC)cc(C(=O)Nc2ncc3c(n2)CC(C)CC3=O)c1 (stereo not drawn) | -4
CS(=O)(=O)N(CC(=O)N1CCN(c2cccc(Cl)c2)CC1)C1CCCCC1 | -1
Nc1nonc1-c1noc(COc2ccc(Br)cc2)n1 | -6
CCCOC(=O)c1nsc(Cl)c1Cl | -5
COc1cc(CN2C(=O)c3ccc(F)cc3C2=O)cc(OC)c1OC | -6
CCOc1ccc(NC(=O)C2CCC(=O)N(c3ccc(OC)cc3)C2c2ccc(F)cc2)cc1 (stereo not drawn) | -5
C=CCN1C(=O)C2(/C(=C(\O)c3ccc4c(c3)OCCO4)C(=O)C(=O)N2CCCOC)c2ccccc21 (stereo not drawn) | 0
CC1CCN(Cc2nc3c(c(=O)n(C)c(=O)n3C)n2Cc2cccc3ccccc23)CC1 | -2
CN(C)c1ccc(C=CC=Cc2cc[n+](C)cc2)cc1 | -203
Nn1nnc2ccccc21 | -5
CC(=O)Nc1ccc(NC(=O)CSc2ncccc2C(=O)O)cc1 | -15
COC(=O)CN(Cc1ccccc1)S(=O)(=O)c1ccc(C)cc1 | -2
O=C(CCCn1c(=O)c2sccc2n(Cc2cccc(F)c2)c1=O)NCc1ccco1 | -7
Cc1ccc(NC(=O)N(C2CCCCC2)C(C)c2cccs2)cc1C (stereo not drawn) | 3
O=[N+]([O-])c1ccc(O)c(C=Nc2cc(C(F)(F)F)ccc2Oc2cccc(F)c2)c1 | -12

Random excerpt: 2 records from the list
SMILES | 14-3-3 PPI
O=[N+]([O-])c1ccc(O)c(C=Nc2cc(C(F)(F)F)ccc2Oc2cccc(F)c2)c1 | -12
COc1cc(OC)cc(C(=O)Nc2ncc3c(n2)CC(C)CC3=O)c1 (stereo not drawn) | -4

In the list so far, three have a CF3 group:
SMILES | 14-3-3 PPI
COC(=O)c1ccc(N=c2oc3c(C)ncc(COC(C)=O)c3cc2C(=O)Nc2cccc(C(F)(F)F)c2)cc1 | -8
O=C(NCCN1CCOCC1)c1nn2c(C(F)(F)F)cc(-c3ccc(Br)cc3)nc2c1Br | 1
O=[N+]([O-])c1ccc(O)c(C=Nc2cc(C(F)(F)F)ccc2Oc2cccc(F)c2)c1 | -12

Further structures follow.
SMILES | 14-3-3 PPI
CCCNC(=O)C1CC(=O)N(c2ccccc2)C1 (stereo not drawn) | 4
COc1ccc(Cl)cc1NC(=O)c1ccco1 | -12
CN(C)c1ccc(CN(C(=O)COc2ccc(F)cc2)C2CCS(=O)(=O)C2)cc1 (stereo not drawn) | -10
O=C(c1cccn2c(=O)c3cc(Cl)ccc3nc12)N1CCOCC1 | 3&3
Cc1ccc(NC(=O)c2cc(S(=O)(=O)Nc3ccc(Br)cc3)ccc2Cl)cc1 | -2
Cc1ccc(C(=O)N2CCC(C(N)=O)CC2)cc1C | 2
Cc1ccc(C2CC(c3ccccc3C)n3ncnc3N2)cc1 (stereo not drawn) | 4
COC(=O)C1=CN(CC2CCCO2)C=C(C(=O)OC)C1c1ccccc1Cl (stereo not drawn) | 2
COc1ccccc1-n1cnc2cc(C(=O)NCc3ccco3)ccc21 | -28&-102
O=C(NC1CCCCNC1=O)c1ccc(Cl)cc1 (stereo not drawn) | 6
Cc1cc(C)n2nc(C)cc2n1 | 9
O=C(c1ccc(CNS(=O)(=O)c2ccc(Br)cc2)cc1)N1CCc2ccccc21 | -54
COc1ccc(C(=O)N2CCCC(c3nc(-c4cccs4)no3)C2)cc1OC (stereo not drawn) | -4
CCOc1ccc(NC(=O)c2ccc(N3C(=O)NC4CC3(C)Oc3ccccc34)cc2)cc1 (stereo not drawn) | -11
Cc1ccc(C(=O)OCC(=O)Nc2sc3c(c2C#N)CCCCC3)cc1NC(=O)c1ccco1 | -6

In a second layout: 3 of the compounds above.
SMILES,14-3-3 PPI
COc1ccc(Cl)cc1NC(=O)c1ccco1,-12
CN(C)c1ccc(CN(C(=O)COc2ccc(F)cc2)C2CCS(=O)(=O)C2)cc1 (stereo not drawn),-10
O=C(c1cccn2c(=O)c3cc(Cl)ccc3nc12)N1CCOCC1,3&3

Further entries:
SMILES | 14-3-3 PPI
CCCCN(CC)Cc1c(C)[nH]c2ccc(CC)cc2c1=O | 0
c1ccc(COCCOCCN2CCOCCOCCOCCOCCOCC2)cc1 | 119*
CS(=O)(=O)N1CCCC(C(=O)NCc2cccs2)C1 (stereo not drawn) | -2&10
Cc1cc(NS(=O)(=O)c2ccccc2)n(-c2ccccc2)n1 | -1
CCCCCn1c(=O)[nH]c2cc(C(=O)N3CCN(C)CC3)ccc2c1=O | 1
Cn1c(C(=O)N(Cc2ccccc2)Cc2ccccn2)cc2sccc21 | -8
CCOc1ccc(CNC(=O)CCCl)cc1 | 0
CCc1cccc(NC(=O)C2CCCN(S(=O)(=O)c3cccc4nsnc34)C2)c1 (stereo not drawn) | -16
O=[N+]([O-])c1cc2c(cc1Br)-c1cc(Br)c([N+](=O)[O-])cc1S2(=O)=O | 2
CC1(C)CC(=O)c2sc(NC(=O)c3ccc(Cl)cc3)nc2C1 | -8
COc1ccc(N=C2NC(=O)CC(C(=O)Nc3ccc(OC)cc3)S2)cc1 (stereo not drawn) | -2
CC1(C)CC(=O)C2=C(C1)N(Cc1ccccc1)C1=C(C(=O)CC(C)(C)C1)C2c1ccc(O)cc1 | -12
Cc1ccc(-c2cc(C(F)(F)F)n3ncc(C(=O)N4CCC(C)CC4)c3n2)cc1 | -8
COc1ccc(Cl)cc1Nc1sc(C(=O)c2ccc(Cl)cc2)c(N)c1C#N | -43
O=C1c2ccccc2C(Nc2ccc3c(c2)OCCO3)N1c1ccc(Cl)cn1 (stereo not drawn) | -5
Cc1ccc(-c2cc(=O)[nH][nH]2)c(C)c1 | -2&0
Cc1csc(C(C#N)C(=O)c2ccc(S(=O)(=O)N3CCCC3)cc2)n1 (stereo not drawn) | -43
Cc1cc2nc(-c3cccs3)cc(C(F)(F)F)n2n1 | -7

Not all compounds are listed, so the mix of outcomes need not match the whole.
